Assay outcomes from PubChem BioAssay.
TCR-CD3 inh: human TCR-CD3 binding inhibition; TAMRA-labeled TCR probe fluorescence, biochemical; inhibition, % at 9.4 µM; AID 651800; 0.37% of 360,000 active; in the data active means inhibition above about 19%;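 further: recombinant mutant TCR 2C K166C tagged with TAMRA read by polarization; 0% = receptor in buffer alone and 100% = receptor with positive control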
SIAE inh: blocks human sialic acid acetylesterase. Q9HAT2. SIAE FP-Rh probe binding, fluorescence polarization. inhibition, % at 9.66 µM. 0.69% of 370,000 active;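 active means inhibition above a cutoff: mean of compounds within the control limits plus 3 SD of those, cut at about 17% in these data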;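 further: 0% = plate median of compound wells and 100% = probe without SIAE protein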
Target sequence (Q9HAT2 whole entry, looked up): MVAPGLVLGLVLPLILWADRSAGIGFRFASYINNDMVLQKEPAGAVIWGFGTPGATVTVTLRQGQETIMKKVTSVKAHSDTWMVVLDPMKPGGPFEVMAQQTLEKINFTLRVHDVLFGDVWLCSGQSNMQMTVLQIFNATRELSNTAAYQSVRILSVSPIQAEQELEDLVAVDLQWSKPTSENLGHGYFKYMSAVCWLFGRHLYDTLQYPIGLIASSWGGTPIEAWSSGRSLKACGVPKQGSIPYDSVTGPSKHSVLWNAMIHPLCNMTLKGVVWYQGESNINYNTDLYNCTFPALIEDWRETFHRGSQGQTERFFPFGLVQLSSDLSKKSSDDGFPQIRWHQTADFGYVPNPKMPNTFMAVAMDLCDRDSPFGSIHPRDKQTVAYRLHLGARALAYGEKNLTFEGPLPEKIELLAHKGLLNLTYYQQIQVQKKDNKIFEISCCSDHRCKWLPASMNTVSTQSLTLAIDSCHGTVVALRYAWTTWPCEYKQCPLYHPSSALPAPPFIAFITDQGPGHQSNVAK
KLK7 zymogen act: activators of human kallikrein-7 zymogen; P49862; purified proKLK7, EDANS-DABCYL substrate fluorescence; 100% is mature enzyme control, 0% vehicle; activation, % at 7 µM; 0.9% of 370,000 active;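 active means activation above the mean of all tested compounds plus 3 SD, computed per campaign excluding outliers beyond control limits, cut at about 13% in these data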
Tn7 DDE FP: DD(E)-Tn7 binding inhibition, primary FP screen. P02675. FP displacement of FITC-Tn7 peptide from fibrin DD(E); 0% = median of compound wells per plate. inhibition, % at 8.3 µM. 0.13% of 370,000 active;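 active means inhibition above the mean of compounds falling within the control limits plus 3 SD of them, cut at about 14% in these data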;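 further: 0% = plate median of compound wells and 100% = 10 µM Aha-Tn7 peptide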
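System: human fibrin DD(E); quantity: Fibrin-DD(E) at 2 µM final; also added: fluorescent Tn7 probe at 0.1 µM; compound dosing: single nominal test concentration of 8.3 µM per compound; schedule: 10 min preincubation, 3 h with tracer, room temperature; detection: fluorescence polarization of the labelled Tn7 tracer; repeats: one replicate per compound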
PRMT1 inh: blocks human protein arginine methyltransferase 1; recombinant PRMT1, activity-based probe fluorescence polarization; Q99873; 1.3% of 370,000 active; inhibition, % at 2.79 µM;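 active means inhibition above about 21% made by adding two undisclosed values, limit read from the data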
TDP2 inh: TDP2 (human) inhibition, absorbance primary screen; O95551; recombinant TDP2, T5PNP hydrolysis, p-nitrophenol absorbance 415 nm; 0.34% of 370,000 active; inhibition, % at 12.8 µM; AID 720702;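 active means inhibition above the mean of all tested compounds plus 3 SD, set per campaign, cut at about 25% in these data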;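 further: 0% = DMSO with enzyme and 100% = buffer with substrate but no TDP2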
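System – recombinant human TDP2 · Quantity – TDP2 enzyme at 120 nM final · Doses – single concentration, 12.8 µM nominal, with 1% DMSO · Incubation – 2 h at 37 °C · Measured by – epi absorbance of p-nitrophenol freed from T5PNP by hydrolysis · Read-out – % inhibition relative to enzyme-containing and enzyme-free wells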
Tn6 DDE FP: DD(E)-Tn6 binding inhibition, primary FP screen | Fibrin DD(E) TRITC-Tn6 fluorescence polarization displacement | inhibition, % at 8.3 µM | 0.21% of 370,000 active | AID 720509;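 active means inhibition above a per-campaign cutoff: mean of compounds within control limits plus 3 SD, cut at about 15% in these data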;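 further: 0% = median of all compound wells on the plate and 100% = blocking peptide control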
MBD2 DNA inh: blocks human MBD2 binding to methylated DNA; Q9UBB5; TR-FRET, MBD2 binding to methylated oligonucleotide; inhibition, % at 4.4 µM; 0.31% of 370,000 active; in the data active means inhibition above about 13%
Target sequence (Q9UBB5 whole entry, looked up): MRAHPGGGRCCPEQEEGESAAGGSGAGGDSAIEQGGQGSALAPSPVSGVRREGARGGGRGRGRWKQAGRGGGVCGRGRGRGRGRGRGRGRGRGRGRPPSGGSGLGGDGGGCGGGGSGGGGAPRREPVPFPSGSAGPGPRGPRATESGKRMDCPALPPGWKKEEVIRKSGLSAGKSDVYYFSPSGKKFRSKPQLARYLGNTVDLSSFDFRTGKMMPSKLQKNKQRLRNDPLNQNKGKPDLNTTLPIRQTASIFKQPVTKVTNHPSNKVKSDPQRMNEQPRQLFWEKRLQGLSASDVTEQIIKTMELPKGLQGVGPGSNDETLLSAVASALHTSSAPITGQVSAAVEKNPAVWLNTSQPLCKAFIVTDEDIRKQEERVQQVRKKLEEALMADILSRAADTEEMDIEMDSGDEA
UHRF1 MBD2 ctr: human UHRF1 methylated DNA binding inhibitors. 0.75% of 370,000 active. UHRF1 binding to methylated oligo, TR-FRET. Q96T88. inhibition, % at 4.4 µM; in the data active means inhibition above about 21%;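 further: UHRF1 SRA domain binding a hemimethylated CpG hairpin DNA probe; 0% = median of test compound wells and 100% = reference inhibitor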
LEDGF integ inh: blocks HIV-1 LEDGF/p75-dependent DNA integration | 0.64% of 370,000 active | AID 743269 | inhibition, % at 3.7 µM | TR-FRET IN-LEDGF/p75 DNA integration, Eu/Cy5;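 active means inhibition above the screen-wide mean plus 3 SD, cut at about 13% in these data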;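 further: signal is the Cy5 over europium emission ratio at 671 and 618 nm; 0% = plate median of compound wells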
* hit, by the source's call; nt = no result given. Not a hit list; about 4.6% have a hit in one of these screens.

SMILES	TCR-CD3 inh	SIAE inh	KLK7 zymogen act	Tn7 DDE FP	PRMT1 inh	TDP2 inh	Tn6 DDE FP	MBD2 DNA inh	UHRF1 MBD2 ctr	LEDGF integ inh
Cc1ccc(C(=O)CCC(=O)Nc2ccc(Cl)c(S(=O)(=O)Nc3cccc(Cl)c3)c2)cc1	-2	-12	-0.2	-2	3	-13	5	6	5	-6
COCCN(C(=O)CSc1nncn1-c1ccccc1)c1c(N)n(Cc2ccccc2)c(=O)[nH]c1=O	-4	-2	0.2	0	4	6	2	5	1	1
CCN(CC(=O)Nc1c(F)cccc1F)C(=O)CCSc1ccc(F)cc1	5	2	-0.1	-2	-3	0	0	-1	-1	1
O=C1CSC(=S)N1N=Cc1ccc(OCc2ccccc2)cc1	-4	-6	-0.3	1	17	-5	0	-4	-4	0
CC(C)(C)NC(=O)NC(=O)CN1CCN(c2ccc(O)cc2)CC1	0	13	0.6	2	13	7	3	3	-3	0
O=P1(NC2CCCC2)OCC2(CO1)COP(=O)(NC1CCCC1)OC2 (stereo unspecified)	-2	0	0.0	2	1	5	9	1	2	0
O=C(NCCc1c[nH]c2ccccc12)C(=O)c1c[nH]c2ccccc12	6	27*	0.5	-5	3	-2	5	4	-2	0
O=C(Nc1ccc(S(=O)(=O)N2CCCCC2)cc1)C1CCCO1 (stereo unspecified)	10	-2	-0.5	-2	1	5	-1	-4	1	0
CC(NC(=S)NCCCN1CCOCC1)C12CC3CC(CC(C3)C1)C2 (stereo unspecified)	3	2	-0.1	1	0	9	-7	-1	5	-1
Cc1cccn2c(=O)c(/C=N/O)c(N3CCOCC3)nc12	3	-2	0.9	3	-2	0	3	-6	-3	-6
O=C(Nc1ccc(Cl)cc1)OC1CCC12CCC(c1ccccc1)CC2 (stereo unspecified)	nt	-21	-0.1	5	-5	4	-4	-4	-2	3
CNC(=O)C(=O)N1CCC2(CC1)OCCN2S(=O)(=O)c1ccc(C)cc1	2	-9	-0.7	0	-5	-17	9	-3	-2	0
Cc1ccc(-c2n[nH]c(=S)n2/N=C/c2ccc(C(=O)O)cc2)cc1	-4	3	-0.3	4	-1	13	-2	-2	1	-7
CCOC(=O)C1=C(COC(=O)CCOc2cccc(C)c2)NC(=O)NC1C (stereo unspecified)	6	1	0.2	4	-1	13	10	2	-1	0
CCN(CC)S(=O)(=O)c1ccc(C(=O)OC2CCCCC2CN(C)C)cc1 (stereo unspecified)	-8	-5	0.5	1	5	-4	0	5	4	8
COc1ccccc1C1c2[nH]c3ccccc3c2C[C@H]2C(=O)N(C3CCN(Cc4ccccc4)CC3)CC(=O)N12 (stereo partly specified)	5	-3	4.8	-2	-4	-5	2	-11	-1	0
COc1ccc(C[C@H](C)NC[C@@H](O)c2ccc(O)c(NC=O)c2)cc1	2	7	0.0	-1	-6	5	-2	3	-2	1
CCCC(c1nnnn1CS(=O)(=O)c1ccc(C)cc1)N1CCN(CC)CC1 (stereo unspecified)	3	-6	-0.2	-2	1	-3	2	0	0	1
COC(=O)c1c(NC(=O)c2ccccc2N(C)S(=O)(=O)c2ccccc2)sc2c1CCCC2	3	-5	-1.0	9	6	-10	9	4	1	2
O=C(NCc1ccc(F)cc1)c1cc(C(=O)C2CC2)c[nH]1	10	1	0.1	2	-8	-7	5	-1	-1	-1
CC(C)(C)c1ccc(OCC(=O)OCCNC(=O)c2cccnc2)cc1	-7	0	-0.5	-3	3	2	1	-2	3	-3
COc1cccc(CN2CC(C(=O)NCCc3ccc(C)s3)CCC2=O)c1 (stereo unspecified)	-10	-1	0.5	-4	5	6	3	7	1	-1
COCC(C)n1c(C)cc(C(=O)COC(=O)c2cnc(Cl)c(Cl)c2)c1C (stereo unspecified)	-1	-1	0.8	-4	2	-2	6	-1	-2	2
CC(C)Oc1ccc2ccccc2c1CNC[C@H]1O[C@@H](n2cnc(C(N)=O)n2)[C@H](O)[C@@H]1O	-3	4	0.1	-4	-1	0	3	6	44*	3
CC(=O)N1N=C(c2ccncc2)CC1c1ccccc1O (stereo unspecified)	-4	-4	-0.1	3	3	4	0	2	3	-9
N=C1C(c2ccccc2)=C(O)C2CCc3ccccc3N12 (stereo unspecified)	-4	1	-0.2	9	1	0	7	-2	-2	-3
O=C(Cn1ccc(C(F)(F)F)n1)N/N=C/c1ccc(N2CCOCC2)cc1	-1	-3	5.2	-6	5	-4	1	1	3	-4
Cc1nc(SCc2ccc(Cl)c(Cl)c2)ncc1C(=O)O	4	-3	1.0	3	1	2	5	1	0	-2
COc1ccc(C(=O)NN2CC(O)=C(c3nc4ccccc4n3C)C2=N)cc1OC	7	0	0.0	-3	2	-1	0	0	-1	3
COc1cc(C(=O)NCC(=O)OCC(=O)c2cccc3ccccc23)cc(OC)c1OC	-4	5	-0.9	4	1	-2	-5	-1	-1	0
CCCC[C@@H]1CC2=C(C(=O)OC(C)(C)O2)[C@H](c2ccc(C(C)C)cc2)O1	4	4	-0.3	12	3	2	-1	1	0	-2
O=C(CCNS(=O)(=O)c1cccs1)Nc1ccccc1F	8	6	0.3	1	1	-11	-10	1	1	-2
Cc1cc(C)n(CC2CC(=O)N(c3cc(Cl)cc(Cl)c3)C2=O)n1 (stereo unspecified)	-4	3	1.0	-10	-1	7	-2	-2	-3	-2
COc1cccc(CNC(=O)CCCCCn2c(=S)[nH]c3ccc(N4CCOCC4)cc3c2=O)c1	4	2	-1.1	-1	0	-2	1	-10	-2	-2
NC(Cc1ccc(F)cc1)c1csc(Nc2nncc3ccccc23)n1 (stereo unspecified)	0	-3	-0.2	1	5	7	0	2	0	1
CCN1CCC(n2nccc2NC(=O)c2ccccc2Cl)CC1	1	6	-0.3	-1	-2	17	-1	2	1	0
CCc1cc(=O)[nH]c(SCC(=O)N2CCOCC2)n1	8	0	0.3	-6	2	7	-2	-3	-1	4
COC(=O)C1=C(C)N(Cc2ccccc2)C(=NCc2ccc3c(c2)OCO3)N[C@H]1c1ccccc1	2	5	-0.5	9	2	-4	3	0	2	-2
NC(=O)CCc1c[nH]c2ccccc12	-1	3	-0.9	-7	1	-7	-5	-1	4	0
O=C(CCC(=O)OCC(=O)c1ccc(-c2ccccc2)cc1)Nc1cccc2cccnc12	-6	-2	-0.2	2	2	-3	-4	-1	-1	0
CCn1c(SCC(=O)Nc2c(C)n(C)n(-c3ccccc3)c2=O)nc2c1c(=O)n(C)c(=O)n2C	3	-1	0.2	-1	-1	3	-1	2	-1	3
COc1ccc(OCC(=O)Nc2ccc(NC(=O)c3ccco3)cc2)cc1	6	-11	0.5	1	-1	-5	-7	0	-2	-3
O=C(CSc1nnc(-c2ccccc2)o1)N1CCN(c2ccccc2)CC1	4	2	0.3	2	-4	-4	3	1	-1	-3
CCc1nc2ccc(C(=O)N3CCN(C(=O)c4ccco4)CC3)cn2c1N(C=O)Cc1ccc(OC)cc1	-2	3	-0.4	6	3	-6	13	1	0	-5
Cc1cc(C(=O)NNC(=O)c2sccc2C)c(C)o1	16	1	-0.1	1	0	14	-3	0	0	-3
COc1ccc(C(NC(C)=O)c2nccc3cc(OC)c(OC)cc23)cc1OC (stereo unspecified)	-7	6	0.5	2	4	-10	-3	9	6	-3
CC(C)(C)c1ccc(S(=O)(=O)N2CCCC2C(=O)NC2=NCCS2)cc1 (stereo unspecified)	-1	7	-0.1	-2	1	3	4	1	0	1
CC1=CC2=NC(=O)CC(C)(C(=O)N(CC(=O)NC3CCCC3)Cc3ccc(Cl)cc3)N2C=C1 (stereo unspecified)	-1	4	0.7	-1	-3	-4	1	-2	-2	-2
O=C(CCc1nnc(Cc2ccc(-c3ccccc3)cc2)o1)NCC1CC1	-9	-10	-0.1	-2	1	6	3	1	-1	-3
N#CCCn1nc(-c2ccccc2)c2ccccc2c1=O	2	1	0.5	-3	-7	-3	-1	-1	-2	6

Carrying on:
SMILES	TCR-CD3 inh	SIAE inh	KLK7 zymogen act	Tn7 DDE FP	PRMT1 inh	TDP2 inh	Tn6 DDE FP	MBD2 DNA inh	UHRF1 MBD2 ctr	LEDGF integ inh
CCN1CCN(C(=O)c2ccc(CSc3ccc(C)cc3)cc2)CC1	-4	5	1.2	5	0	-2	-4	3	0	-4
CC(C)Oc1ccc(F)cc1-c1cc(C(=O)Nc2ccccc2)[nH]n1	0	-9	0.2	4	-1	-14	4	0	0	-5
COC(=O)C(NC(=O)c1ccccc1)C(C)(C)SCc1ccccc1 (stereo unspecified)	5	-5	-0.9	-2	-1	2	0	-2	-2	-2
O=C(Nc1ccc(Br)cn1)c1ccc(Cl)s1	-1	-4	0.5	2	8	4	-4	4	-5	0
COc1ccc(N2CCN(CCCNC(=O)C3CCC(CNc4nc(=S)[nH]c5ccccc45)CC3)CC2)cc1 (stereo unspecified)	-13	5	0.0	-2	1	0	-1	-2	-2	-1
CN(C)c1nc(C(F)(F)F)cc(=O)[nH]1	7	-2	0.5	4	0	-3	-1	-2	-1	3
O=C(N/N=C/c1cccc(Oc2ccccc2)c1)c1ccncc1	9	-1	-0.7	2	-1	3	-3	-1	-1	2
Cc1ccc(S(=O)(=O)N2CCCCC2)c2nsnc12	2	-5	-0.8	-3	1	9	-7	9	24*	2
O=S(=O)(N1CCCCC1)N1CCNCC1	1	5	0.4	4	-1	7	-1	0	-1	-1
CCn1cc(C(=O)N[C@@H](C)C(=O)NCCCN2CCOCC2)c(=O)c2cc3c(cc21)OCO3	1	3	0.8	8	-1	5	9	0	-2	2
O=C(NNS(=O)(=O)c1ccc(Cl)cc1)NC1CCCCC1	0	4	-0.1	0	2	9	0	1	1	-5
Cc1ccc(F)c(S(=O)(=O)NC(=O)C2(C)CCN2C(=O)c2cccc3ccccc23)c1 (stereo unspecified)	2	0	0.1	-8	-4	-1	6	-6	-1	1

6 compounds picked at random from those above:
SMILES	TCR-CD3 inh	SIAE inh	KLK7 zymogen act	Tn7 DDE FP	PRMT1 inh	TDP2 inh	Tn6 DDE FP	MBD2 DNA inh	UHRF1 MBD2 ctr	LEDGF integ inh
COc1ccc(N2CCN(CCCNC(=O)C3CCC(CNc4nc(=S)[nH]c5ccccc45)CC3)CC2)cc1 (stereo unspecified)	-13	5	0.0	-2	1	0	-1	-2	-2	-1
CCN1CCN(C(=O)c2ccc(CSc3ccc(C)cc3)cc2)CC1	-4	5	1.2	5	0	-2	-4	3	0	-4
O=C(N/N=C/c1cccc(Oc2ccccc2)c1)c1ccncc1	9	-1	-0.7	2	-1	3	-3	-1	-1	2
CCn1cc(C(=O)N[C@@H](C)C(=O)NCCCN2CCOCC2)c(=O)c2cc3c(cc21)OCO3	1	3	0.8	8	-1	5	9	0	-2	2
O=C(NNS(=O)(=O)c1ccc(Cl)cc1)NC1CCCCC1	0	4	-0.1	0	2	9	0	1	1	-5
CN(C)c1nc(C(F)(F)F)cc(=O)[nH]1	7	-2	0.5	4	0	-3	-1	-2	-1	3
